# Screening results from PubChem BioAssay.
# FXIIa single = blocks human coagulation factor XIIa activity; P00748; purified human FXIIa, AMC substrate fluorescence, 2 h; inhibition, % at 10 µM; actives 0.2% (n = 33,000); AID 701; in the data active means inhibition above about 30%;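 further: 0% = enzyme with vehicle only and 100% = no enzyme blank; many of its hits are not listed in these tables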
# FXIa single inh = blocks human coagulation factor XIa activity; purified human FXIa, fluorogenic AMC substrate cleavage; actives 0.3% (n = 33,000); AID 687; inhibition, % at 10 µM;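 active means inhibition above 40% in the primary screen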;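 further: 0% = enzyme without compound and 100% = blank wells lacking enzyme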
# Target sequence (P03951 19-387 limits assumed): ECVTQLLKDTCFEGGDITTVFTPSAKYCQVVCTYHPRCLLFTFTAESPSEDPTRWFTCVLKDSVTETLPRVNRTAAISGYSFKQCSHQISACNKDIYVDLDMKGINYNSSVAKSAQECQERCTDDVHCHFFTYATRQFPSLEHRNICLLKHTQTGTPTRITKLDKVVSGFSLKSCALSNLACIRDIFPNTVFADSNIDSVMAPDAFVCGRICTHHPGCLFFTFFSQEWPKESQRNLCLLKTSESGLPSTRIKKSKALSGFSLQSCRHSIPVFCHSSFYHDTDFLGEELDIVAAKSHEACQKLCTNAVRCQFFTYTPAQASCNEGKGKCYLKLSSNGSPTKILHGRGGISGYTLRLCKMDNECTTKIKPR
# Target sequence (P03951 388-625 limits assumed): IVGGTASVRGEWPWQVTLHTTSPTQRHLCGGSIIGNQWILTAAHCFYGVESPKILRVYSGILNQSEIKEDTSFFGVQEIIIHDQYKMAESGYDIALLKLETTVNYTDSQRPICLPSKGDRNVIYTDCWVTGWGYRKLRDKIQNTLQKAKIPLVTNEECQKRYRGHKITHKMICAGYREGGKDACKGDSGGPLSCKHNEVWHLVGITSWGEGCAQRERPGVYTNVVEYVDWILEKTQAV
# * hit, by the source's call; & = joins results of further samples. This is a subset (hit frequency here may not be typical).
1: O=C(c1ccccc1)N1CCN(C2CC(=O)N(CCc3ccccc3)C2=O)CC1 (configuration not stated)
2: CCCN1C(=O)c2ccccc2NC1c1cc(OC)c(OC)c(OC)c1 (configuration not stated)
3: CCOC(=O)c1oc2ccccc2c1NC(=O)COC
4: CCOC(=O)Cn1c(=O)c2c(nc(N3CCOCC3)n2C)n(C)c1=O
5: Nc1nnc(SCC(=O)NC23CC4CC(CC(C4)C2)C3)s1
6: CCCc1cc(C(N)=O)c(NC(=O)c2cc(C)on2)s1
7: CCCCOc1ccc(C(=O)CCN2CCCCC2)cc1
8: CC(=O)c1cc2c(cc1NC(=O)CN1CCN(c3cccc(C(F)(F)F)c3)CC1)OCO2
9: CCn1c(C(c2ccccc2)c2ccccc2)n[nH]c1=S
10: CC1CC(C)CN(c2ncnc3c2cnn3Cc2ccc(Cl)cc2)C1 (configuration not stated)

assay / entry	1	2	3	4	5	6	7	8	9	10
FXIIa single	17.6	-2.9	2.3	-5.0	-5.5	7.2	5.4	7.6	8.3	4.7
FXIa single inh	3.4	0.2	10.0	-0.9	-0.7	2.1	7.3	3.8	-7.3	-5.2

11: CCOc1ccc(C(=O)Cc2ccc3oc(C(=O)O)cc3c2)c(O)c1
12: COc1cc(C(=O)NCc2cn3ccccc3n2)cc(OC)c1OC
13: CSc1nc(C)c2c(n1)OC(CN1C(=O)c3ccccc3C1=O)C2 (configuration not stated)
14: CC(C)(C)SCCNC(=O)c1ccccc1
15: CCCC1(C(=O)OCC)NC(c2cc(OC)c(OC)c(OC)c2)C2C(=O)N(CC)C(=O)C21 (configuration not stated)
16: Cc1cccnc1NC(=O)c1ccccc1NC(=O)C(C)(C)C
17: O=c1[nH]c(=O)n(Cc2ccco2)c2c1C(C(F)(F)F)(C(F)(F)F)N=C(C1CCCCC1)N2
18: CN(CC(=O)Nc1ccccn1)S(=O)(=O)c1ccc(Cl)cc1
19: O=C(Nc1ccon1)c1cccc(S(=O)(=O)N2CCCCCC2)c1
20: Cc1ccc(S(=O)(=O)N2CCC(C(=O)N3CCC[C@H]3C(=O)NC3CCS(=O)(=O)C3)CC2)cc1 (some centres not stated)

assay / entry	11	12	13	14	15	16	17	18	19	20
FXIIa single	6.2	4.6	5.8	8.8	4.8	9.0	13.5	9.2	5.1	-9.3
FXIa single inh	1.0	0.5	-5.5	2.5	4.0	-2.3	-2.2	0.6	8.9	-1.4

21: CN(C)c1c([N+](=O)[O-])cc2[nH]c(=O)[nH]c2c1[N+](=O)[O-]
22: CCCCSC1(SCCCC)N=C(N)C2(C#N)C(c3ccccc3)NC(C)=C(C)C12C#N (configuration not stated)
23: O=C(NCCCN1CCN(c2cccc(Cl)c2)CC1)c1ccc(N2CCCC2=O)cc1
24: CN(C)CC(=O)Nc1cc(C(F)(F)F)ccc1Cl
25: CCOC(=O)c1nnc(-c2ccc(C)cc2)nc1Sc1cccc(Cl)c1
26: c1ccc2c(N3CCCCCC3)nc(-c3ccncc3)nc2c1
27: Cc1sc2ncnc(NCC(c3ccco3)N3CCCC3)c2c1C (configuration not stated)
28: CCOC(=O)C(C(=O)OCC)C(C(=O)OCC)N1CCOCC1 (configuration not stated)
29: COc1ccccc1NC(=O)Cc1csc(N)n1
30: COC(=O)C1CCN(C(=O)C23CCC(C)(C(=O)O2)C3(C)C)CC1 (configuration not stated)

assay / entry	21	22	23	24	25	26	27	28	29	30
FXIIa single	0.8	2.3	2.7	6.7	13.3	5.6	4.0	4.5	-11.2	7.4
FXIa single inh	-8.9	-2.0	5.0	3.8	2.7	1.6	-7.7	-5.3	2.7	1.1

31: COc1ccc(Cl)cc1C(=O)Nc1ccc(N(C)C(C)=O)cc1
32: Nc1nc(SCc2c(F)cccc2Cl)[nH]c(=O)c1-c1ccccc1
33: CC1CCN(Cc2nc3c(c(=O)n(C)c(=O)n3C)n2CCCc2ccccc2)CC1
34: O=C(c1ccc(F)cc1)C(CCCCCC(CN1CCOCC1)C(=O)c1ccc(F)cc1)CN1CCOCC1 (configuration not stated)
35: COC(=O)c1ccc(NC(=O)c2ccc(CN3CCOCC3)cc2)cc1
36: O=C(Cn1nnc2ccccc21)N1CCCCC1
37: CCOCc1nnc(NC(=O)CSCc2ccccc2)s1
38: N#Cc1c(/N=C/c2ccccc2)oc(-c2ccccc2)c1-c1ccccc1
39: CC(=O)c1ccc(Nc2nc(=O)c3cccnc3s2)cc1
40: Cn1cnc2c1c(=O)[nH]c(=O)n2C

assay / entry	31	32	33	34	35	36	37	38	39	40
FXIIa single	3.7	2.0	3.3	3.5	5.2	-14.8	4.3	3.4	7.2	7.8
FXIa single inh	13.5	-7.2	-4.7	-4.8	-1.2	31.1	6.7	0.3	3.2	6.7

41: Cc1cccc(NC(=O)CCOc2ccccc2)c1
42: COc1ccc(C)cc1S(=O)(=O)NC1CCCC1
43: O=C(NCc1ccco1)N1c2ccccc2Sc2ccccc21
44: O=c1ccccn1Cc1c(Cl)cccc1Cl
45: CCCC1CCc2c(sc(NC(=O)c3cccs3)c2C(N)=O)C1 (configuration not stated)
46: O=C(CSC1=NCCS1)Nc1nc2ccccc2s1
47: Cc1cc(C(=O)Nc2c(C)nn(Cc3ccccc3)c2C)on1
48: CCOc1ccc(NC(=O)Nc2cc(C)on2)cc1
49: Cc1ccc(S(=O)(=O)N(CCC#N)CCN2CCCC2)cc1
50: COc1ccc(OC)c(S(=O)(=O)NC(C)(C)C)c1

assay / entry	41	42	43	44	45	46	47	48	49	50
FXIIa single	5.5	6.0	6.3	6.6	3.3	4.5	3.8	6.8	5.0	13.2
FXIa single inh	4.7	-4.4	6.3	3.5	7.9	1.6	9.9	-3.3	2.3	4.2

# Reprinted from the part before: 4 compounds; new compounds follow.
47: Cc1cc(C(=O)Nc2c(C)nn(Cc3ccccc3)c2C)on1
48: CCOc1ccc(NC(=O)Nc2cc(C)on2)cc1
49: Cc1ccc(S(=O)(=O)N(CCC#N)CCN2CCCC2)cc1
50: COc1ccc(OC)c(S(=O)(=O)NC(C)(C)C)c1
51: C1CCC(CNc2c3c(nc4nnnn24)CCCC3)CC1
52: Cc1csc(-c2cnn(-c3ccccc3)c2NC(=O)c2cccc(F)c2)n1
53: CCSc1ccccc1C(=O)NCc1ccc(OC)cc1
54: CCOc1ccc(-c2cn(S(=O)(=O)c3cccc4nsnc34)nc2N)cc1
55: CC(C)C(=O)Nc1nnc(-c2ccccc2)o1
56: c1ccc(-n2ncc3c(N4CCN(c5ccccn5)CC4)nc(N4CCCCCC4)nc32)cc1
57: CCC(=O)N1CCN(c2nc(-c3ccc(Cl)cc3)cs2)CC1
58: CCOc1ccc2nc(NC(=O)C3CCCN(S(=O)(=O)c4cccc5nonc45)C3)sc2c1 (configuration not stated)
59: COc1cccc(NC2=NCC(=O)N2Cc2cccs2)c1
60: C=CCn1c(-c2cccc(OC)c2)nc2nc3ccccc3nc21

assay / entry	47	48	49	50	51	52	53	54	55	56	57	58	59	60
FXIIa single	3.8	6.8	5.0	13.2	0.6	7.6	2.1	4.3	1.7	-0.9	1.6	4.2	8.0	9.4
FXIa single inh	9.9	-3.3	2.3	4.2	-3.7	-6.9	-5.1	5.6	6.4	-2.3	5.6	-8.4	-4.0	-1.7

# Arranged by length of the SMILES (low to high): some entries from above
59: COc1cccc(NC2=NCC(=O)N2Cc2cccs2)c1
45: CCCC1CCc2c(sc(NC(=O)c3cccs3)c2C(N)=O)C1 (configuration not stated)
17: O=c1[nH]c(=O)n(Cc2ccco2)c2c1C(C(F)(F)F)(C(F)(F)F)N=C(C1CCCCC1)N2

assay / entry	59	45	17
FXIIa single	8.0	3.3	13.5
FXIa single inh	-4.0	7.9	-2.2

# Further compounds
61: N#Cc1c(SCC(=O)N2CCCCC2)nsc1SCC(=O)N1CCCCC1
62: O=C(OCCCN1CCCC1)C1(c2ccccc2)CCCC1
63: COc1cc(C)c(C(C)C)cc1S(=O)(=O)NCCCn1ccnc1
64: CC1CCCN(S(=O)(=O)c2cc(Cl)ccc2Cl)C1 (configuration not stated)
65: CCOC(=O)c1sc(=S)n(CC)c1NC(=O)CC
66: Clc1ccc(CSc2nnc(NC3=NCCCCC3)s2)cc1
67: COc1cccc(C(=O)NC(C)C(c2cccs2)N2CCOCC2)c1 (configuration not stated)
68: CCOC(=O)c1sc(C)c(C(=O)NCCCN2CCOCC2)c1N
69: COc1cccc(-c2noc(CCC(=O)NC3CCCCC3)n2)c1
70: COC(=O)CCn1nnc(-c2ccc(C(C)C)cc2)n1

assay / entry	61	62	63	64	65	66	67	68	69	70
FXIIa single	-16.6	6.7	5.8	3.3	5.7	-3.5	12.1	1.3	1.5	-0.5
FXIa single inh	-0.8	3.4	4.1	-3.0	-5.0	-13.2	3.2	-3.2	5.2	4.9

71: CCc1ccc(NC(=O)CCc2nc3cccnc3n2Cc2ccc(OC)cc2)cc1
72: CCCCOc1cc(C(=O)NCCN(CC)CC)c2ccccc2n1
73: COC(=O)c1ccc(OCC(=O)c2ccccc2)cc1
74: CCCCOC(=O)Cn1c(=O)n(CC(=O)OCCCC)c2ccccc21
75: COc1ccc(CCNC(=O)CN(c2ccc(OC)c(OC)c2)S(C)(=O)=O)cc1OC
76: Cc1ccc(OCc2nc(-c3ccccn3)n[nH]2)cc1
77: O=C(Cn1cc(C(=O)C2CC2)c2ccccc21)NC1CCCC1
78: CCOC(=O)C(C)Sc1nc2ccccc2c(=O)n1CC1CCCCC1 (configuration not stated)
79: Cc1ccc(NC(=O)c2ccc(S(=O)(=O)N3CCCC3)cc2)cc1
80: CC1(C)CC(=O)c2cc(C(=O)N3CCN(CCO)CC3)c(=O)n(-c3ccc(Cl)cc3)c2C1

assay / entry	71	72	73	74	75	76	77	78	79	80
FXIIa single	3.7	7.4&3.2	-5.3	-4.8	2.3	1.4	3.2	8.9	3.6	5.7
FXIa single inh	5.7	5.5&10.1	-0.1	1.7	-2.7	1.6	-8.7	-1.7	1.6	-3.1

81: CN1c2ccsc2C(O)=C(C(=S)Nc2ccccc2)S1(=O)=O
82: CCC(=O)c1ccccc1OCCSc1nc(C)cc(=O)[nH]1
83: O=C(Nc1ccc(N2CCN(C(=O)c3ccc(Cl)cc3)CC2)cc1)c1ccc2c(c1)OCCO2
84: N#C/C(C(=O)Oc1ccccc1)=C1/Nc2ccccc2-c2ccccc21
85: CCC(=O)N1CCN(c2ccc(NC(=O)c3cccs3)cc2)CC1
86: COc1ccc(N2CCN(c3nc4ccccc4n3CC(=O)c3ccccc3)CC2)cc1
87: CCN(c1cccc(C)c1)S(=O)(=O)c1c(C)[nH]c(=O)[nH]c1=O
88: Cc1noc(C)c1COc1ccc(C(=O)OCC(=O)Nc2ccc3ccccc3c2)cc1
89: CCOc1ccc(OCCSc2nc3ccccc3c(=O)[nH]2)cc1
90: CCCCCCCC(=O)OC(CN1CCCCC1)CN1CCCC1=O (configuration not stated)

assay / entry	81	82	83	84	85	86	87	88	89	90
FXIIa single	7.9	5.7	-11.6	-15.0	-11.9	5.4	7.3	2.2	9.0	5.2
FXIa single inh	7.1	-1.0	-13.0	37.0	-13.5	-6.3	-9.6	-2.1	1.9	-1.6

# Quoted from the listing:
# cpd 84 @ FXIa single inh = 37.0
# cpd 82 @ FXIa single inh = -1.0

# Next part.
91: Cn1c(CNc2ccc(Cl)cc2)nc2ccccc21
92: CCOC(=O)C1CCCN(Cc2nc(N)nc(Nc3ccc(Cl)cc3)n2)C1 (configuration not stated)
93: CSc1ccc(S(=O)(=O)NCc2ccc(C)cc2)cc1
94: CCOC(=O)c1cc2c(s1)-c1c(C)cccc1OC2
95: COc1ccc(N2CCC(CNC(=O)Nc3ccccc3)C2)cc1 (configuration not stated)
96: CCOC(=O)C1CCN(C(=O)C2CCCCC2)CC1
97: CC(=O)c1cccc(NC(=O)Nc2ccc3c(c2)N(C)C(=O)CS3)c1
98: CCC(=O)Nc1ccc2c(c1)ncn2-c1ccccc1
99: Cc1nc2ccccc2c(=O)n1/N=C/c1cn(-c2ccccc2)nc1-c1cccs1
100: Cc1nn(C)cc1C(C(=O)NC1CCCCC1)N(C(=O)Cn1nnc2ccccc21)c1ccc(F)cc1 (configuration not stated)

assay / entry	91	92	93	94	95	96	97	98	99	100
FXIIa single	5.2	5.8	-3.0	-40.6	9.2	-9.5	3.8	2.9	5.2	2.5
FXIa single inh	-7.6	-3.4	-6.5	-28.3	3.0	-2.2	-4.3	-1.8	-4.4	8.2

# Compound profiles (already shown). Order of values: FXIIa single	FXIa single inh
# Shown for Cn1c(CNc2ccc(Cl)cc2)nc2ccccc21 : 5.2	-7.6
# Shown for Cc1nn(C)cc1C(C(=O)NC1CCCCC1)N(C(=O)Cn1nnc2ccccc21)c1ccc(F)cc1 (configuration not stated) : 2.5	8.2
# Shown for Cc1nc2ccccc2c(=O)n1/N=C/c1cn(-c2ccccc2)nc1-c1cccs1 : 5.2	-4.4

# The listing continues.
101: Cc1cccc2cc(C#N)c(SCC(=O)N3CCC(C)CC3)nc12
102: COC(=O)c1nc(-n2nc(C)cc2C)ccc1Cl
103: Cc1cc(NC(=O)CSCc2nc(-c3cccc(F)c3)oc2C)no1
104: COc1cc2c(cc1OC)C(c1cccs1)CC(=O)N2 (configuration not stated)

assay / entry	101	102	103	104
FXIIa single	6.9	8.7	5.0	2.4
FXIa single inh	-0.3	-5.3	7.9	3.9
